Screening results from PubChem.
PfM18AAP inh – PfM18AAP inhibitors, malaria aminopeptidase, primary screen, biochemical, QFRET, recombinant enzyme. AID 1822, 2009. H-Glu-NHMec fluorogenic cleavage. M18 aspartyl aminopeptidase (Plasmodium falciparum 3D7). 290,000 tested, 1.2% active. inhibition, % at 7.35 µM;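 active = inhibition above the campaign mean inhibition over all tested compounds plus 3 SD, cut at about 28% in these data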;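 note: 0% = plate median of test compound wells and 100% = 2 mM ZnCl2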
VIM-2 inh – VIM-2 metallo-beta-lactamase inhibitors, primary screen, biochemical, epi-absorbance readout, Pseudomonas aeruginosa enzyme. AID 1527, 2009. inhibition, % at 5.6 µM. purified VIM-2, nitrocefin hydrolysis, epi-absorbance fluorescence. 290,000 tested, 0.89% active;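 active = inhibition above the mean of all tested compounds plus 3 SD, cutoff set per screening run, cut at about 7.5% in these data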;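 note: red hydrolysis product quenches plate fluorescence so inhibitors raise well fluorescence; 0% = enzyme with DMSO and 100% = DMSO without enzyme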
IDE cell activ – human IDE activators in live cells, primary screen, fluorescence polarization, HEK cells, FAbeta-B substrate. Insulin-degrading enzyme (Homo sapiens), P14735. FAbeta-B cleavage; 0% vehicle, 100% cell-free pure enzyme wells. activation, % at 5.96 µM. 340,000 tested, 0.073% active. AID 493087, 2011;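 active = activation above the mean of all tested compounds plus 3 SD, set per screening campaign, cut at about 17% in these data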
NALP1 inh – NALP1 inflammasome inhibitors in reconstituted yeast, colorimetric, S. cerevisiae, triplicate retest; S. cerevisiae NALP1/ASC/caspase-1 growth, X-gal OD620, 72 h; inhibition, % at 10 µM; 280,000 tested, 0.61% active; in the data active = inhibition mostly above about 24%, no sharp cut-off; inactive = mostly below about 32%; note: some compounds called inactive have numbers as strong as hits
PHOSPHO1 block – PubChem AID 1565 | Phosphoethanolamine/phosphocholine phosphatase (Homo sapiens), Q8TCT1 | recombinant PHOSPHO1, absorbance phosphatase assay | inhibition, % at 13.3 µM | 290,000 tested, 1.1% active; in the data active = inhibition above about 60%
Target sequence (Q8TCT1 whole entry, looked up): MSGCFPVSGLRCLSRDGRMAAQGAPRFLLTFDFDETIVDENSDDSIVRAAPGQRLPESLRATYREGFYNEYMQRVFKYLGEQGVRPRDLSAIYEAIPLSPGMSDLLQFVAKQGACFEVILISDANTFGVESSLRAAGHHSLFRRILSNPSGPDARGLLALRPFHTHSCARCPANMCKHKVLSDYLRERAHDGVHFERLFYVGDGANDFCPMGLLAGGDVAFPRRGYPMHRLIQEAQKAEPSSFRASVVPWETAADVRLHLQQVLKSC
GPR7 antag – GPR7 receptor antagonists, primary screen, cell-based, fluorescence, single concentration | inhibition, % at 4.4 µM | AID 1861, 2009 | GPR7-expressing cells, fluorescence antagonist assay | 290,000 tested, 1.1% active | Neuropeptides B/W receptor type 1 (Homo sapiens), P48145; in the data active = inhibition above about 16%, passing the limit was not always enough;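 note: cells stimulated with the agonist NPW; 0% = agonist with vehicle and 100% = vehicle without agonist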
Target sequence (P48145 whole entry, looked up): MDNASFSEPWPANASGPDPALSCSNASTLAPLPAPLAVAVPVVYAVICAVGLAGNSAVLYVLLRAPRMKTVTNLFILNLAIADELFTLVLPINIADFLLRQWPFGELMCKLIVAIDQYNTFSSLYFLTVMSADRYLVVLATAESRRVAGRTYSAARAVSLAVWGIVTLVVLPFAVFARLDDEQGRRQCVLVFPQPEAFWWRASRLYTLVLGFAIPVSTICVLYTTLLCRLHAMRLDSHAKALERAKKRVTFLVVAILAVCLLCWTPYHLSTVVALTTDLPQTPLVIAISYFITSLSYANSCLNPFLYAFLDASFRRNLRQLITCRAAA
pCIP destab – p/CIP-EGFP fusion destabilizers, primary screen, fluorescence, F442A cells; Q05BA5; 16 h; decrease of EGFP signal, % at 10 µM; 290,000 tested, 0.01% active; AID 1984, 2009;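 active = EGFP signal decrease of at least 30% at 10 µM or well 3 SD below plate mean, unless failing retest; inactive = the rest, including hits failing retest or dose response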; note: some compounds called inactive have numbers as strong as hits; many of its hits are not listed in these tables
IDE inh – human IDE inhibitors in live cells, primary screen, fluorescence polarization, HEK cells, FAbetaB substrate. FAbetaB cleavage. 320,000 tested, 0.41% active. inhibition, % at 5.59 µM. Insulin-degrading enzyme (Homo sapiens), P14735. AID 434962, 2010;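 active = percent inhibition above the average of all tested compounds plus 3 SD, set per screening campaign, cut at about 16% in these data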;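 note: IDE supplied by intact live HEK cells; FP after avidin binding of uncleaved biotin substrate so inhibition keeps polarization high; 0% = DMSO wells and 100% = 60 µM reference IDE inhibitor Ii1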
IMP-1 inh – IMP-1 metallo-beta-lactamase inhibitors, primary screen, biochemical, epi-absorbance readout, Pseudomonas aeruginosa enzyme. AID 1556, 2009. purified IMP-1, nitrocefin hydrolysis, epi-absorbance fluorescence. inhibition, % at 5.6 µM. 290,000 tested, 0.45% active;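 active = inhibition above the mean plus 3 SD of all compounds in the same screening run, cut at about 4.5% in these data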;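 note: 0% = IMP-1 with DMSO and 100% = DMSO wells lacking enzyme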
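Assay system: purified IMP-1; Quantity: IMP-1 0.2 nM before substrate addition; Medium: HEPES buffer pH 7.1 with ZnSO4 and Brij 35; Incubation: 15 min enzyme–compound preincubation, then 25 min nitrocefin reaction, 25 °C; Signal: fluorescence quenching readout, ex 480/em 530 nm; Controls: DMSO with and without IMP-1; Repeats: singlicate testing.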
The depositor's hits bear a star; nt = no result given.

(1) CN(C)C(=O)CN(C)S(=O)(=O)c1ccc(Cl)cc1
(2) CCOc1ccc(C(C(=O)NC2CCCCC2)N(C(=O)Cc2cccs2)c2ccc(-n3cnnn3)c(OC)c2)cc1 (centres undefined)
(3) CCn1c(C)c(C(C)=O)c(N2CCCCC2)nc1=S
(4) COC(=O)c1ccc(N)cc1O
(5) Cc1ccccc1-c1ccc(=O)n(CC(=O)Nc2ccc(N3CCOCC3)cc2)n1
(6) NC(=O)NCCCC(NC(=O)c1ccc(C#CC2(O)CCCCC2)cc1)C(=O)O (centres undefined)
(7) NS(=O)(=O)c1ccc(NC(=O)c2ccc(F)cc2F)c(NC(=O)c2ccc(F)cc2F)c1
(8) O=C(CNC(=O)c1ccccc1Cl)Nc1ccc(F)cc1
entry no.	1	2	3	4	5	6	7	8
VIM-2 inh	-0.4	-1.0	4.9	-2.0	-2.0	-3.4	-2.6	-2.3
NALP1 inh	9	3	nt	6	13	-8	7	24
IDE inh	8	-1	0	4	2	-1	5	-6
PfM18AAP inh	-21	-10	8	1	3	4	0	-4
GPR7 antag	-7	-9	3	-9	-3	-1	-3	3
IDE cell activ	-5	1	3	10	5	-4	-4	-4
PHOSPHO1 block	-29	-32	-2	6	13	23	36	-6
IMP-1 inh	-0.2	-2.5	0.9	-5.5	-1.0	-2.6	-3.6	-4.4
pCIP destab	-4	-3	0	0	-10	-12	3	9

(9) Cc1ccc(N(CC(=O)NCC2CCCO2)S(=O)(=O)c2ccccc2)c(C)c1 (centres undefined)
(10) COCCOn1c(SCCOC)nc2ccccc2c1=O
(11) O=C(Cn1cnc2scc(-c3ccccc3)c2c1=O)NCc1ccco1
(12) CCCCCN(C(=O)NC(=O)Nn1cnnc1)S(C)(=O)=O
(13) COc1ccc(C)cc1NC(=O)C1CC(=O)N(CCc2ccccc2)C1 (centres undefined)
(14) N#Cc1c(=O)c2nc(NCc3ccccc3)ncc2n2ccccc12
(15) Cc1ccc2nc(C(=O)N3CCCC(Nc4ccc(F)cc4)C3)cn2c1 (centres undefined)
(16) COc1ccc(C(=O)COc2ccc(F)cc2)c(O)c1C
entry no.	9	10	11	12	13	14	15	16
VIM-2 inh	-0.6	-0.6	-1.8	0.1	-4.4	1.3	-1.0	-3.1
NALP1 inh	17	19	-5	17	16	13	2	-8
IDE inh	2	-4	3	-3	2	2	1	6
PfM18AAP inh	-3	-9	0	28	0	13	-9	-2
GPR7 antag	-8	2	-8	-9	-3	10	-13	-12
IDE cell activ	3	-6	2	2	8	4	0	2
PHOSPHO1 block	44	20	33	-16	-4	-11	28	54
IMP-1 inh	0.8	-1.9	-1.5	-2.0	-3.6	-0.1	-1.0	-2.9
pCIP destab	-6	0	-6	-7	8	-13	-4	-2

(17) Cc1nn(-c2ccccc2)c(N)c1N=Nc1cccnc1
(18) Nc1ncc2c(n1)-c1ccccc1CC2
(19) O=C(COC(=O)CCc1nc2ccccc2c(=O)[nH]1)Nc1ccc2c(c1)OCO2
(20) CNC(=O)c1ccc(Nc2nnc(-c3ccc(C)c(S(N)(=O)=O)c3)c3ccccc23)cc1
(21) Cc1cc(C)nc(NC(=O)Cc2ccc(Br)cc2)n1
(22) CC(=O)Nc1nc(C)nc(C)c1C(C)=O
(23) COc1cc(NC(=O)c2cccnc2Sc2ccc(Cl)cc2)cc(OC)c1OC
(24) O=c1[nH]c(CN2CCOCC2)nc2ccccc12
entry no.	17	18	19	20	21	22	23	24
VIM-2 inh	0.9	-2.1	0.2	2.0	-2.5	-4.5	-3.2	-5.2
NALP1 inh	-15	6	12	16	15	nt	20	24*
IDE inh	-3	-2	2	1	-7	-1	4	-2
PfM18AAP inh	2	2	-16	-14	-8	0	1	-2
GPR7 antag	0	-13	-13	-9	-9	-8	-1	1
IDE cell activ	4	-1	3	0	-6	1	3	-1
PHOSPHO1 block	43	28	6	54	23	15	-7	-14
IMP-1 inh	-4.5	-0.1	-1.6	-1.6	-4.3	-2.5	-2.6	-4.5
pCIP destab	-8	-2	-8	-18	-9	2	0	1

(25) CCN(CC)CCN1C(=O)c2ccccc2NC1c1cc(OC)c(OC)c(OC)c1 (centres undefined)
(26) CC(C)c1ccc(NC(=O)C2CCCCC2C(=O)O)cc1 (centres undefined)
(27) CCOC(=O)C1CCCN(S(=O)(=O)c2cc3c(cc2Cl)NC(=O)CO3)C1 (centres undefined)
(28) CC(C)N(C(=O)CSc1nnc(NC(=O)Cc2cccs2)s1)C(C)C
(29) O=C(CCSCCc1ccccn1)Nc1cccc([N+](=O)[O-])c1
(30) CN(C)CCNc1ncnc2ccccc12
(31) CCCn1c(=N)c(S(=O)(=O)c2ccccc2)cc2c(=O)n3cccc(C)c3nc21
(32) CCc1ccc(NC(=S)NCc2cccnc2)cc1
entry no.	25	26	27	28	29	30	31	32
VIM-2 inh	1.7	1.0	-1.7	-0.1	-1.7	0.1	15*	-2.1
NALP1 inh	25	14	19	-15	21	3	5	12
IDE inh	3	-1	3	2	-5	3	-8	0
PfM18AAP inh	-13	-12	2	-1	1	5	-4	9
GPR7 antag	8	0	2	-5	2	-11	-10	-10
IDE cell activ	-1	6	4	3	1	2	2	0
PHOSPHO1 block	4	-7	-35	32	-7	1	26	-4
IMP-1 inh	2.3	-0.1	-2.2	-1.5	-2.0	-1.8	-1.4	-3.6
pCIP destab	-1	-1	-5	6	3	-5	0	0

Exported tab-delimited: entries from further up.
cpd	Molecule	VIM-2 inh	NALP1 inh	IDE inh	PfM18AAP inh	GPR7 antag	IDE cell activ	PHOSPHO1 block	IMP-1 inh	pCIP destab
28	CC(C)N(C(=O)CSc1nnc(NC(=O)Cc2cccs2)s1)C(C)C	-0.1	-15	2	-1	-5	3	32	-1.5	6
29	O=C(CCSCCc1ccccn1)Nc1cccc([N+](=O)[O-])c1	-1.7	21	-5	1	2	1	-7	-2.0	3
30	CN(C)CCNc1ncnc2ccccc12	0.1	3	3	5	-11	2	1	-1.8	-5

Next records
(33) CC(C)(CO)NCc1ccccc1OCC(=O)Nc1ccccc1
(34) CCn1ccnc1CNC(=O)c1ccc2oc(CCCc3ccccc3)nc2c1
(35) Cc1c(C(=O)N2CCC(Cc3ccccc3)CC2)sc2ncnc(N3CCC(C)CC3)c12
(36) Cc1ccc(S(=O)(=O)N2CCOCC2)cc1NC(=O)COC(=O)c1cc(=O)c2ccccc2o1
(37) CCN(CC)CCN1C(=O)C(=O)/C(=C(/O)c2ccccc2)C1c1ccccc1F (centres undefined)
(38) Cc1ncccc1C(=O)N1CCCC(CCC(=O)N2CCN(c3ccccn3)CC2)C1 (centres undefined)
(39) O=C(CN1C(=O)CSc2ccc(S(=O)(=O)N3CCOCC3)cc21)N1CCCCC1
(40) CC1=NN(C(=S)Nc2ccccc2)C(C)(C)C1
entry no.	33	34	35	36	37	38	39	40
VIM-2 inh	-2.7	-2.6	-2.9	-0.2	-2.4	-0.7	-5.2	-4.0
NALP1 inh	-16	9	8	24	-2	-2	12	13
IDE inh	5	-1	3	-3	1	4	4	0
PfM18AAP inh	1	-1	1	-3	6	0	-1	15
GPR7 antag	-9	11	-13	-10	1	0	-3	-3
IDE cell activ	4	0	-7	4	2	2	9	5
PHOSPHO1 block	-1	-2	-26	4	-15	24	18	-11
IMP-1 inh	-5.0	-2.6	-2.1	-1.7	-3.6	-0.1	-2.1	-3.5
pCIP destab	-2	0	7	1	-5	0	9	-5

(41) CC(C(=O)NCc1ccc(Cl)cc1)n1cccc1C(=O)c1ccccc1 (centres undefined)
(42) O=C(COC(=O)CNS(=O)(=O)c1ccccc1)Nc1ccc(Cl)cn1
(43) Cc1cc(C)cc(NC(=S)N2CCN(c3ncc(C(F)(F)F)cc3Cl)CC2)c1
(44) CCOC(=O)C1CCCCN1Cc1ccc(F)cc1 (centres undefined)
(45) CCCCn1nnnc1NCc1cccs1
(46) O=C1CC(c2ccc(S(=O)(=O)NCc3ccccc3)cc2)CN1 (centres undefined)
(47) Cc1ccc(/C=N/Nc2nc(C(C)(C)C)cs2)o1
(48) O=C(Nc1ccc(S(=O)(=O)Nc2nccs2)cc1)c1cccc(S(=O)(=O)N2CCOCC2)c1
entry no.	41	42	43	44	45	46	47	48
VIM-2 inh	0.3	-2.4	-2.0	-1.1	-2.7	-1.1	-4.3	0.1
NALP1 inh	19	-11	17	43*	30	-7	42	nt
IDE inh	-10	2	3	5	0	1	-2	-1
PfM18AAP inh	12	8	-1	2	2	-7	17	1
GPR7 antag	13	-1	-6	0	-2	-14	-7	2
IDE cell activ	2	3	6	6	-1	4	4	-5
PHOSPHO1 block	60	4	34	-9	-33	-20	-6	48
IMP-1 inh	0.8	0.0	-0.1	-1.8	2.7	-2.2	-2.7	-0.8
pCIP destab	1	7	-12	-6	10	5	-20	4

(49) CCOC(=O)Cn1c(CN2CCOCC2)nc2c1c(=O)n(C)c(=O)n2C
(50) Cc1onc(-c2c(F)cccc2Cl)c1-c1nnc(-c2cccc3ccccc23)o1
(51) CC12CN(C(=O)c3ccc(Cl)cc3)C3(C#N)CC1CCC23C (centres undefined)
(52) S=C(NCCc1ccc(Cl)cc1)NC1CCCC1
(53) CCOC(=O)C1CCN(C(=O)CSc2ccc(Cl)cc2)CC1
(54) CC(=O)N1CCc2cc3nc(C)cc(C)c3cc21
(55) CCOc1cc2c3c(c1)C1(C(=O)N3C(C)(C)CC2C)C(C#N)=C(N)N2C(=C1C#N)Nc1ccccc12 (centres undefined)
(56) O=C(/C(=C/O)N=Nc1ccccc1)c1ccncc1
(57) O=C(c1ccc([N+](=O)[O-])cc1)N1CCSC1c1ccccc1 (centres undefined)
(58) CCOC(=O)Cc1csc(NC(=O)/C=C/c2ccc(OC)cc2)n1
entry no.	49	50	51	52	53	54	55	56	57	58
VIM-2 inh	-1.5	-0.6	-4.0	-2.9	-1.3	0.6	-2.5	1.0	-4.0	-4.0
NALP1 inh	nt	23	2	-28	7	2	28	6	17	-2
IDE inh	9	3	-3	5	5	-1	-3	-11	10	12
PfM18AAP inh	-10	-18	5	5	-12	-3	13	-5	-7	-7
GPR7 antag	-3	-14	-7	0	0	-8	1	4	-3	-6
IDE cell activ	2	nt	4	2	2	4	3	8	-2	-9
PHOSPHO1 block	20	-5	20	-35	-1	16	6	13	-6	-4
IMP-1 inh	0.6	-1.2	-3.0	-4.5	-2.0	-2.1	-4.5	-0.5	-3.7	-3.7
pCIP destab	8	2	-9	-4	-2	-8	0	-7	-4	-3

Record cards, as listed above:
CCOC(=O)C1CCN(C(=O)CSc2ccc(Cl)cc2)CC1 across the screens: VIM-2 inh = -1.3; NALP1 inh = 7; IDE inh = 5; PfM18AAP inh = -12; GPR7 antag = 0; IDE cell activ = 2; PHOSPHO1 block = -1; IMP-1 inh = -2.0; pCIP destab = -2
Cc1onc(-c2c(F)cccc2Cl)c1-c1nnc(-c2cccc3ccccc23)o1 across the screens: VIM-2 inh = -0.6; NALP1 inh = 23; IDE inh = 3; PfM18AAP inh = -18; GPR7 antag = -14; IDE cell activ = nt; PHOSPHO1 block = -5; IMP-1 inh = -1.2; pCIP destab = 2
